OX1R antag-1 – OX1R (human) antagonism. O43613. OX1R-expressing cells, FRET antagonist read-out. inhibition, % at 6.6 µM. 330,000 compounds, 1.8% hits. AID 485270; in the data active = inhibition mostly above about 38%, no sharp cut-off; inactive = mostly below about 40%;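 note: 0% = agonist challenge alone and 100% = reference antagonist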
Target sequence (O43613 whole entry, looked up): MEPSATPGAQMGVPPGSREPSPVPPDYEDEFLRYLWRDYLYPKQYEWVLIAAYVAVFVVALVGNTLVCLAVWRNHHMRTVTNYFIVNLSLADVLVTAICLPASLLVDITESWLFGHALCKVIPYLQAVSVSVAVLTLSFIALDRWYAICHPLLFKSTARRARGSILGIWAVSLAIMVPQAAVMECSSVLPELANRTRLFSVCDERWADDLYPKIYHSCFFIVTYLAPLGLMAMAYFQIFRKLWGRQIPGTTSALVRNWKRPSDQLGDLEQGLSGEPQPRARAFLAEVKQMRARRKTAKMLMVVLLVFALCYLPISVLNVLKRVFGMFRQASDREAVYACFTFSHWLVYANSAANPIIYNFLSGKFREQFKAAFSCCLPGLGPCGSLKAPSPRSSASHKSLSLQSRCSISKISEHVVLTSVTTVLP
OX1R antag-2 – human HCRTR1 antagonism | AID 434989 | 330,000 compounds, 0.43% hits | CHO/OX1R cells, Fluo-8 calcium fluorescence, orexin A | O43613 | inhibition, % at 5 µM;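 active = inhibition above its plate's threshold, mean inhibition of all tested compounds on the plate plus 3 SD, cut at about 37% in these data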;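 note: 0% = orexin A challenge wells and 100% = SB-334867-A antagonist wells; not every result past the cut was called active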
* marks the source's active call; other numbers are inactive results.

SMILES | OX1R antag-1 | OX1R antag-2
COc1cccc(-c2nc(NCc3ccccc3)c3ccccc3n2)c1O | 37* | -9
COc1ccc(C(=O)Nc2c(Cl)cc(Cl)cc2C(=O)N2CCC(C)CC2)cc1 | 6 | -35
O=C(COC(=O)CCc1ccccc1)Nc1ccccc1OC(F)F | 0 | -11
COc1ccc(OC)c(CN2CCC(C(=O)N3CCOCC3)CC2)c1 | 3 | -18
O=C(COC(=O)CCCSc1nc2ccccc2[nH]1)Nc1ccc(Cl)cc1 | 9 | -13
COC(=O)Cn1c2c(c3cc(C)ccc31)CCCC2 | 11 | -29
O=C(O)CCC(=O)N(Cc1ccco1)c1nc(-c2ccccc2)cs1 | 19 | -20
CSc1ccccc1C(=O)Nc1ccc2c(c1)OCO2 | 11 | -12
CCc1ccccc1NC(=O)Nc1cc(F)ccc1F | 12 | -12
CC(C)OC(=O)CSc1nc(C(C)C)nc2ccccc12 | 13 | -31
COC(=O)c1c(C(=O)OC)c(-c2ccc(F)cc2)n2c1CSC2 | 18 | -17
CCC1Sc2ccccc2N(CC(=O)NC2CCCCC2)C1=O (centres undefined) | 7 | -19
O=C(/C=C/c1ccccc1Cl)NNC(=O)c1cccs1 | 12 | -9
COCCN(C(C)=O)c1nnc(-c2cnccn2)s1 | 19 | -13
O=C(N/N=C/c1cccs1)C(=O)Nc1cccc(Cl)c1 | 5 | -3
O=C(NN1C(=O)c2ccccc2NC1c1ccco1)c1ccc(Br)cc1 (centres undefined) | 15 | -18
CCCn1nc([N+](=O)[O-])c(C(C#N)c2nc3ccccc3o2)c(Cl)c1=O (centres undefined) | 87* | -1
COc1ccc(S(=O)(=O)N(C(C)=O)c2ccc3oc(=O)sc3c2)cc1 | 9 | -11
CC(=O)N1CCN(c2ccc(NC(=S)NC(=O)c3ccccc3)cc2)CC1 | 12 | -13
COc1ccc(C(=O)C2CCCN(Cc3ccc(NC(C)=O)cc3)C2)cc1OC (centres undefined) | 8 | -11
Cc1cccc(NS(=O)(=O)c2nnc(NC(=O)CC(C)C)s2)c1 | 9 | 12
CC(NCc1ccc(S(N)(=O)=O)cc1)C(=O)NCc1ccccc1 (centres undefined) | -8 | -4
CCOc1cc(/C=N/NC(=O)CN2CCCCC2)ccc1OCc1ccccc1 | 15 | -29
CCN(CC)CCNC(=O)CSc1c2c(nc3cc(Cl)ccc13)CCCC2 | 13 | -25
CC(=O)N1CCc2cc(S(=O)(=O)NC(CC(C)C)C(=O)Nc3cc(C)ccn3)ccc21 (centres undefined) | 42 | -13
[O-][n+]1ccccc1SCc1ccccc1 | 10 | -4
Cc1ccc(NC2=C([N+](=O)[O-])CS(=O)(=O)C2)cc1 | 18 | -8
S=c1[nH]c2cc(Cl)ccc2s1 | 14 | 4
Cc1ccc(COc2ccc(/C=N/NC(=O)c3nnn(-c4nonc4N)c3COc3ccc(F)cc3)cc2)cc1 | 9 | -1
O=C(Cc1c(F)cccc1Cl)Nc1ccc(S(=O)(=O)NCC2CCCO2)cc1 (centres undefined) | 17 | -25
COC(=O)[C@]1(C)N[C@H](CN(C)C(=O)c2ccc(F)cc2)[C@@H]2C(=O)N(C)C(=O)[C@@H]21 | -1 | 6
Cc1ccc(S(=O)(=O)Cc2ccc(C(=O)NC3CCCCCC3)o2)cc1 | 4 | -14
CCOc1ccccc1/C=N/Nc1cc(C)nc2ccc(C)cc12 | 2 | 1
CC[n+]1c(/C=C(\C)Nc2ccccc2)sc2ccccc21 | 11 | -19
COc1ccc(S(=O)(=O)N2CCCC(C(=O)Nc3cccc(C(C)=O)c3)C2)cc1 (centres undefined) | 63 | -1
O=C(Nc1ccc(Cl)c(-c2nc3ccccc3[nH]2)c1)c1cccnc1 | 7 | 6
CC(C)(C)NC(=O)C1CCN(C(=O)c2ccco2)CC1 | 20 | -1
O=C(COC(=O)c1cc(-c2cccs2)nc2ccccc12)NCc1ccco1 | 72* | 17
CCOC(=O)C1CCN(C(=O)Nc2cccc(OC)c2)CC1 | -1 | -14
COc1cc(OC)cc(N(C(=O)CNC(=O)c2cccs2)C(C(=O)NCC2CCCO2)c2ccc(OC)c(OC)c2)c1 (centres undefined) | 6 | 2
Cn1c(S(=O)(=O)c2ccc([N+](=O)[O-])cc2)nc(Br)c1Br | 37 | -13
COc1ccc(CC(=O)N(C)CC(=O)Nc2ccccc2C(F)(F)F)cc1S(=O)(=O)N1CCOCC1 | 11 | -3
Cc1ccc2nc(NCC(=O)NN)nc(-c3ccccc3)c2c1 | 10 | -31
COc1cccc2sc3cc(NCCCN4CCOCC4)ccc3c(=O)c12 | 16 | -43
O=C(COc1ccccc1)NN1C(=O)CSC1=S | 16 | 16
Clc1ccc(CSc2nnc(CNc3cccc(Cl)c3)o2)cc1 | 3 | 12
COc1ccccc1-c1cc(C(=O)N2CCN(c3ccc(F)cc3)CC2)no1 | 6 | -25
Cc1ccc(S(=O)(=O)CC(=O)N2CCN(c3ccc([N+](=O)[O-])cc3)CC2)cc1 | 23 | 6
O=C(CCC(=O)N(c1ccc(F)cc1)C(C(=O)NC1CCCC1)c1ccncc1)Nc1cccnc1 (centres undefined) | 14 | -4
CCOc1ccc(C(c2c(NC(=O)c3ccccc3)sc(C)c2C)N2CCN(C)CC2)cc1 (centres undefined) | 11 | -9
CCCNC(=O)C1(O)c2cc(Br)ccc2NC(=O)N1c1ccc(Cl)cc1 (centres undefined) | 3 | 19
Oc1cccc2ccc[n+](CC(O)Cn3c4ccccc4c4ccccc43)c12 (centres undefined) | 25 | -12
FC(F)Oc1ccc(N=C2SCC3CCCCN23)cc1 (centres undefined) | 15 | -29
CCOC(=O)c1c(C)[nH]c(C)c1S(=O)(=O)N(C)CC(=O)Nc1ccccc1C | 14 | -14
CCN(c1ccccc1)S(=O)(=O)c1cc2c3c(c1)CCN3C(=O)CC2 | 33 | -18
O=C(Oc1ccc(Cl)c2cccnc12)N1CCCCC1 | 26 | 90*
CC(=O)N1CCN(C2=NC(=O)/C(=C/c3ccc(OS(=O)(=O)c4ccccc4)cc3)S2)CC1 | 13 | -20
CCOC(=O)c1c(NC(=O)C2CCCCC2C(=O)O)sc2c1CCCCC2 (centres undefined) | 12 | -3
Cc1cc(C)cc(NC(=O)c2ccc(CNc3c(N4CCOCC4)c(=O)c3=O)cc2)c1 | 11 | -15
CC1CCCCC12NC(=O)N(CC(=O)NC(=O)Nc1ccc3c(c1)OCCO3)C2=O (centres undefined) | 18 | -8
Later entries.
SMILES | OX1R antag-1 | OX1R antag-2
COc1ccc(O)c(/C=N/NC(=O)c2cc(=O)[nH]c3ccccc23)c1 | 9 | -9
Cc1ccc2c(c1)c(CC(=O)Nc1ccc(C)c(F)c1)c(C(=O)O)n2C | 22 | -13
COCc1cc(=O)n2[nH]c(C)cc2n1 | 7 | -13
O=C(CSc1nnnn1-c1ccc(O)cc1)c1ccc(F)cc1 | 16 | 11
NC(=O)c1ccc(NC(=O)COC(=O)c2cc3ccccc3cc2O)cc1 | 14 | -7
COC(=O)C1(Cc2ccc(O)c(CC3OC3(C)C)c2)OC(=O)C(O)=C1c1ccc(O)cc1 (centres undefined) | 9 | 4
O=C(N/N=C/c1ccc([N+](=O)[O-])o1)C(=O)Nc1ccc(C(=O)O)cc1 | 60 | -7
CCOC(=O)c1nnn(CC(=O)NC(=O)Nc2cccc(CC)c2)c1C(=O)OCC | 2 | -16
CN(C)S(=O)(=O)c1ccc(Cl)c(NC(=O)COC(=O)/C=C/c2ccc(S(=O)(=O)N3CCOCC3)cc2)c1 | 0 | 11
O=C(NCC1CCN(Cc2ccccc2Cl)CC1)Nc1ccccc1F | 4 | -38
CC(C)NC(=O)c1ccc(Cl)cc1Cl | 8 | 8
CCOc1ccc(-n2c(=O)c3c4c(sc3n(CC(=O)NCC3CCCO3)c2=O)CCC4)cc1 (centres undefined) | 8 | -32
CC(C)(C)NC(=O)COc1ccc(CNn2nnnc2N)cc1 | -2 | -5
COc1cc2[nH]c(C(=O)NN)c(N)c2cc1OC | 37 | -5
NC(=O)c1c(NC(=O)c2ccncc2)sc2c1CCCC2 | 20 | -30
O=c1[nH]c(-c2ccccc2)c(-c2ccccc2)o1 | -3 | -8
CCc1ccccc1N(CC(=O)N1CCc2ccccc2C1)S(C)(=O)=O | 14 | -31
O=C(O)C1C2CCCCC2=C2CCCCC2C1C(=O)O (centres undefined) | 4 | -11
Oc1ccc(C23CCCC2C2(CCCC2)c2ccc(O)cc2O3)c(O)c1 (centres undefined) | 8 | 110*
Cc1ccccc1NC(=O)C1c2ccccc2Oc2ccccc21 | 9 | -9
CCCCCn1c(=O)[nH]c2cc(C(=O)NCCCN(CC)CC)ccc2c1=O | 15 | -11
Cc1ccc(NC(=S)Nc2cccnc2)c(S(=O)(=O)N2CCCCC2)c1 | 4 | -15
COc1ccc2[nH]c3c(c2c1)CCN1C(=O)C(CC(=O)NCCCN(C)C)C[C@H](C(=O)N(C(C)C)C(C)C)[C@@]31C (some centres undefined) | 10 | -8
COC(=O)CCC(=O)Nc1cc(S(=O)(=O)Nc2ccc(Cl)cc2)ccc1N1CCOCC1 | 3 | -14
CCN1CCN(c2ccc(S(=O)(=O)N3CCCC3)cn2)CC1 | 6 | 13
CC(C)(C)OC(=O)C[C@@H]1C/C=C\C[C@@H](CC(=O)N[C@@H](CO)Cc2ccccc2)C(=O)N2CCC[C@@H]2COC1=O | 9 | -24
O=C(COc1ccc(Br)cc1)Nc1ccncc1 | 22 | 18
CC(=O)N1CCC(=NNc2ccnc3cc(Cl)ccc23)CC1 | 15 | -24
Cc1ccc(S(=O)(=O)N2CCN(c3ccccc3)CC2)cc1C(=O)NC1CCCCC1 | 21 | -29
COc1cccc(NC(=O)CN2CCN(S(=O)(=O)c3ccc(F)cc3)CC2)c1 | 6 | 0
CCn1c(C)nc2cc(C(=O)NNS(=O)(=O)c3cc(Br)ccc3Br)ccc21 | 5 | -15
CSc1ncc(CN2CCc3c([nH]c4ccccc34)C2C(C)(C)C)cn1 (centres undefined) | 1 | -24
O=C(C1CC1)N1N=C(c2ccc(F)cc2)CC1(O)C(F)(F)F (centres undefined) | 7 | -20
Cc1cc(C)n2nc(-c3ccsc3-n3c(C)ccc3C)cc2n1 | 6 | -31
O=C(N/N=C/c1cccc([N+](=O)[O-])c1)c1cc(-c2ccccc2)nc2ccccc12 | 12 | -3
COc1ccc2oc(C(=O)NCCN3CCOCC3)c(C)c2c1OC | 8 | -11
Cc1ccc(OCC(=O)N(C)CC(=O)Nc2ccc(F)cc2)c([N+](=O)[O-])n1 | 17 | 4
O=C(COC(=O)c1c2c(nc3ccccc13)/C(=C\c1cccs1)CCC2)Nc1ccccc1Cl | 3 | -23
O=C(NCc1ccc2c(c1)OCO2)c1cc(-c2ccccc2)nn1CC1CC(c2cccnc2)=NO1 (centres undefined) | 25 | -19
Brc1ccc(-c2csc(-c3ccncc3)n2)cc1 | 6 | -33
CCCN(CCC)C(=O)c1cn(CC)c2ccc(S(=O)(=O)N3CCCCC3)cc2c1=O | 25 | -30
Cc1nnc(NC(=O)C2COc3ccccc3O2)s1 (centres undefined) | 8 | -9
Fc1ccc(-c2nnc(NC3=NCCCCC3)o2)cc1 | 23 | -15
COc1ccc(C(=O)Nn2cc3c(c2-c2ccccc2)c(=O)n(C)c(=O)n3C)cc1 | 7 | -18
Cc1cc(C)nc(-n2nc(C)c(Oc3ccccc3O)c2C)n1 | -5 | -29
Cn1c(COc2ccc(F)cc2)nnc1SCC(=O)NC1CC1 | -2 | -2
Nc1nc(N2CCOCC2)cc(=O)[nH]1 | 4 | -18
CCN1C(=O)C2(SC(NC(C)=O)=NN2C(C)=O)c2cc(C)ccc21 (centres undefined) | -3 | -15
O=C(CSCc1ccco1)Nc1cc(C(F)(F)F)ccc1N1CCOCC1 | 15 | -37
Cc1csc(SCC(=O)Nc2cc(S(=O)(=O)N3CCCC3)ccc2Cl)n1 | 12 | -27
CC(C)c1ccc(NC(=O)Cn2nnc(C(=O)NCc3ccc4c(c3)OCO4)c2N)cc1 | 7 | -3
N#Cc1c(N)nc(SCC(=O)C23CC4CC(CC(C4)C2)C3)c(C#N)c1-c1ccc(Cl)cc1 | 10 | -10
Cc1ccc(O)c(-c2cc(C(F)(F)C(F)F)[nH]n2)c1 | 8 | -5
CC1Nc2ncnc(N3CCN(c4ccccc4)CC3)c2N(Cc2ccc(Br)cc2)C1=O (centres undefined) | 23 | -20
c1ccc2c(c1)nc(NC1CCCCC1)c1nncn12 | 19 | -23
CCCS(=O)(=O)C(=C1NCCO1)S(=O)(=O)CCC | 33 | -23

An unsorted share of the library. About 2.1% of those tested had a hit in this group.
